Assay outcomes deposited in PubChem by several laboratories.
TbMetRS inhib: T. brucei MetRS inhibitors, primary screen, biochemical, luminescence; AID 624268, 2012; inhibition, % at 11.9 µM; purified T. brucei MetRS, ATP depletion, Kinase-Glo luminescence; methionyl-tRNA synthetase (Trypanosoma brucei brucei); actives 0.4% (n = 360,000);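 active means inhibition above a per-plate cutoff of the control wells' mean inhibition plus 3 SD, cut at about 5.5% in these data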;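 further: 0% = DMSO wells median and 100% = median of wells with control inhibitor compound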
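Test system: purified T. brucei MetRS enzyme. Also added: ATP, methionine and E. coli bulk tRNA substrates. Compound: 11.9 µM single point. Schedule: 15 min enzyme-compound preincubation, 2 h reaction, 10 min detection, 25 °C. Signal: luciferase luminescence of residual ATP, Kinase-Glo. Evaluation: percent inhibition versus plate control medians. Controls: DMSO wells, low control.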
MsrA inhibitor: bovine MsrA enzyme inhibitors, primary screen, biochemical, absorbance, HTS. Methionine sulfoxide reductase A (Bos taurus). purified bovine MsrA, absorbance read-out. inhibition, % at 15.5 µM. actives 0.75% (n = 360,000). AID 651718, 2012; in the data active means inhibition above about 4.5%;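 further: 0% = vehicle wells with enzyme and 100% = reference inhibitor wells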
DNMT1 block: human DNMT1 methyltransferase inhibitors, primary screen, biochemical, molecular beacon, fluorescence, HinP1I cleavage, uHTS; inhibition (reported as % activation of signal), % at 10 µM; AID 588458, 2011; actives 0.83% (n = 360,000); DNA (cytosine-5)-methyltransferase 1 (Homo sapiens), P26358; in the data active means inhibition above about 50%
Scp1 inh: Scp-1 phosphatase inhibitors, primary screen, biochemical, colorimetric, uHTS; Carboxy-terminal domain RNA polymerase II polypeptide A small phosphatase 1 (Homo …; Recombinant Scp1, phosphopeptide, malachite green phosphate absorbance; inhibition, % at 20 µM; actives 0.88% (n = 340,000); AID 493091, 2011;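 active means inhibition above about 50% at 20 µM, limit read from the data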;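 further: plate controls were DMSO wells with enzyme for no effect and wells lacking enzyme for full effect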
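Incubation: 45 min enzyme reaction at room temperature / System: truncated SCP-1 phosphatase (76-261aa) / Reagent: Phospho 17-mer peptide substrate / Buffer or medium: Acidic Tris acetate buffer with magnesium and detergent / Signal: absorbance at 630 nm / Doses: one concentration, 20 µM, with 1.0% DMSO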
CSN inh: inhibitors of CSN-mediated cullin deneddylation, primary screen, biochemical, fluorescence polarization, uHTS; COP9 signalosome complex subunit 5 (Homo sapiens), Q92905; Purified CSN, SCF-Nedd8-OG deneddylation; inhibition, % at 12.5 µM; actives 0.38% (n = 360,000);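 active means pattern-corrected inhibition above about 35%, with an unprinted fluorescence ratio check between 0.5 and 1.5, limit read from the data, passing the limit was not always enough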;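 further: 0% = enzyme with substrate and 100% = substrate without enzyme; some results filed as inactive read as strong as hits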
Target sequence (Q92905 whole entry, looked up, one chain of several): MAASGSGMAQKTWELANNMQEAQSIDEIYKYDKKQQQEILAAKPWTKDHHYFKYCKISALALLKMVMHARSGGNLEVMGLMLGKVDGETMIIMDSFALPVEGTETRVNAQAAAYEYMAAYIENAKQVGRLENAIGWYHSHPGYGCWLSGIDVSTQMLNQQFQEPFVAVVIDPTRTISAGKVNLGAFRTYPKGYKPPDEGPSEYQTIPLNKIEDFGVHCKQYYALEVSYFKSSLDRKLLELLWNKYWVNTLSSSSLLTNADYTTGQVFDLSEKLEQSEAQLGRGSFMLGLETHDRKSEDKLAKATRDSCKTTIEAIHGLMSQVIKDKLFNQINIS
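Assay system: Purified human Csn5 enzyme expressed in HEK293T cells | Amount: Enzyme 0.24 nM | Measured by: Fluorescence polarization readout | Medium: Tris/NaCl/DTT buffer, pH 7.5 | Compound dosing: One concentration, 12.5 µM, 0.25% DMSO | Times: 90 min incubation of compound, enzyme and substrate at room temperature | Control set: no-enzyme wells high, enzyme-with-substrate wells low | Read-out: % inhibition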
LMPTP block: LMPTP phosphatase inhibitors, primary screen, biochemical, fluorescence intensity, uHTS | Low molecular weight phosphotyrosine protein phosphatase (Homo sapiens), P24666 | recombinant LMPTP-A, OMFP fluorogenic substrate | inhibition, % at 20 µM | actives 0.22% (n = 360,000) | AID 651560, 2012;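 active means compounds that cut the enzyme signal by at least half of the control window in the single-dose screen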;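 further: plate controls were DMSO wells with enzyme plus substrate for no effect and substrate without enzyme for full effect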
Target sequence (P24666 whole entry, looked up): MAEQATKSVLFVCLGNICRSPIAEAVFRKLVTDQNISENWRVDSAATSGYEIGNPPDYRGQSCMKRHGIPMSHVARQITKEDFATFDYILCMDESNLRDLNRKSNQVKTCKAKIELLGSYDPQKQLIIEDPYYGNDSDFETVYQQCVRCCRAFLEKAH
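material = LMPTP-A | quantity = 0.625 nM enzyme | reagent = OMFP substrate, 400 µM final | buffer or medium = Bis-Tris pH 6.0, DTT, detergent | detection = endpoint fluorescence intensity from OMFP dephosphorylation | dosing = single 20 µM dose | read-out basis = % inhibition relative to no-enzyme and uninhibited control wells | control set = no-enzyme and uninhibited controls | timing = 50 min at room temperature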
STEP inh: STEP phosphatase inhibitors, primary screen, biochemical, fluorescence intensity, uHTS; inhibition, % at 20 µM; recombinant STEP, OMFP fluorogenic substrate; AID 588621, 2011; actives 0.25% (n = 360,000);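 active means inhibition at 20 µM, scaled per plate between control wells, above about 37%, limit read from the data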;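 further: 0% = DMSO with enzyme and substrate and 100% = substrate only without enzyme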
Target sequence (P54829 whole entry, looked up): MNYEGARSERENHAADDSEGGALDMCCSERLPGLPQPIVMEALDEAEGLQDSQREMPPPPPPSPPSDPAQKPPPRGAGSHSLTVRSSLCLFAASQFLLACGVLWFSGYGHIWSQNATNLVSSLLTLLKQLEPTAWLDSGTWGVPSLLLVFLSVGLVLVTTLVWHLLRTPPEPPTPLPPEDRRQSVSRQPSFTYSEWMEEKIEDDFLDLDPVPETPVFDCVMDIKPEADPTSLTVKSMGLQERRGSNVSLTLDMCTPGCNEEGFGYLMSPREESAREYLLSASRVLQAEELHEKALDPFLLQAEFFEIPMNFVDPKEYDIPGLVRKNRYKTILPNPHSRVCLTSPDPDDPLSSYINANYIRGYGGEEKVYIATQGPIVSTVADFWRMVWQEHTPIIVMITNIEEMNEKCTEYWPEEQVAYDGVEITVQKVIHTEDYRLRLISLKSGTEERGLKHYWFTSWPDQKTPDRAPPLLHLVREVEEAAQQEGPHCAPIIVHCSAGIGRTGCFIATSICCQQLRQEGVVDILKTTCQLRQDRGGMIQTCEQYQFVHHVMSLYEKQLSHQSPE
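medium = Bis-Tris buffer pH 6.0, 2.5 mM DTT, 0.005% Tween 20 | test system = STEP (striatal-enriched tyrosine phosphatase) enzyme, cell-free | measure = normalized % inhibition | compound dosing = 20 µM, 1% DMSO | also added = 25 µM OMFP | schedule = reaction 20 min, ambient temperature | measured by = fluorescence read at 480 nm ex / 540 nm em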
SUMO1-SIM PPI: modulators of SUMO1 protein-protein interactions, primary screen, biochemical, uHTS; SUMO1 binding to a labelled peptide, TR-FRET, 1 h; Small ubiquitin-related modifier 1 (Homo sapiens), P63165; inhibition, % at 20 µM; actives 0.33% (n = 360,000); in the data active means inhibition above about 37%
Rpn11 inh: Rpn11 (PSMD14) deubiquitinase inhibitors, primary screen, biochemical, fluorescence polarization, uHTS; 26S proteasome non-ATPase regulatory subunit 14 (Homo sapiens), O00487; human 26S proteasome, Ub4-pepOG fluorescence polarization; 20S core pre-blocked with epoxomicin; calls only at 20 µM; actives 0.59% (n = 360,000); AID 588493, 2011;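 active means inhibition at 20 µM, scaled to each plate's controls, above about 33%, limit read from the data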
NadD block: inhibitors of S. aureus NadD, primary screen, biochemical, colorimetric, uHTS. purified NadD enzyme, colorimetric absorbance read-out. AID 602399, 2012. Nicotinate-nucleotide adenylyltransferase NadD (Staphylococcus aureus N315). inhibition, % at 20 µM. actives 0.78% (n = 360,000); in the data active means inhibition above about 26%; further: some compounds past the cut are filed as inactive
Starred values were filed as active, the others as inactive; i = inactive; nt = not tested or not shown; + = active, no number.

SMILES	TbMetRS inhib	MsrA inhibitor	DNMT1 block	Scp1 inh	CSN inh	LMPTP block	STEP inh	SUMO1-SIM PPI	Rpn11 inh	NadD block
Cc1cc(N2CC(C(=O)Nc3nccs3)CC2=O)ccc1C(C)C (configuration not stated)	-0.1	-0.9	0	-4	-1	-0.1	-2	3	i	-1
O=C1C2C(C(=O)N1/N=C/c1cc([N+](=O)[O-])ccc1O)C1C=CC2C12CC2 (configuration not stated)	-0.8	1.3	-1	-7	-5	-1.1	-1	-26	i	6
Cc1ccc(CNc2nc(N)c([N+](=O)[O-])c(NCCO)n2)cc1	0.0	3.7	-5	-23	1	0.8	2	-6	i	-3
CC(C)C(O)(C(=O)NNc1ccccc1)C(C)C	0.1	-0.1	0	-10	0	-1.2	-1	1	i	-1
Cc1cc(C)c2cc(CN(CC3CCCO3)C(=S)NCc3ccco3)c(=O)[nH]c2c1 (configuration not stated)	-1.7	1.0	-6	1	-3	3.1	3	1	i	3
CCCCNC(=O)COCc1cc(-c2ccc3c(c2)OCO3)on1	-0.5	0.2	-3	-12	-1	-0.2	0	1	i	-6
Cc1ccccc1-c1cc(C(=O)NCc2ccc3c(c2)OCO3)nn1CC1CC(c2cccc([N+](=O)[O-])c2)=NO1 (configuration not stated)	-0.1	-0.4	5	5	6	3.6	0	-7	i	27
O=c1[nH]n(-c2cccc3cccnc23)c(=O)c2ccccc12	-0.1	0.4	-3	0	-3	0.1	4	-13	i	-1
COC(=O)c1ccc(C(=O)N2CCCC(N3CCN(c4ccc(F)cc4)CC3)C2)nc1 (configuration not stated)	-0.4	0.0	1	11	-5	0.6	0	2	i	4
Cc1ccc(CO/N=C\Cc2snc(Sc3ncc(C(F)(F)F)cc3Cl)c2C#N)cc1	-0.9	0.2	-8	-8	20	1.7	0	-1	+	14
CCN(CCn1cccn1)Cc1nc(Cc2cccc(F)c2)no1	-0.9	-0.9	3	6	-3	0.2	0	3	i	-4
Cc1nc2c(C(=O)NCc3ccc(F)cc3)c[nH]n2c(=O)c1Cl	-0.3	1.8	0	-3	-1	0.7	0	15	i	9
CCOC(=O)Cc1csc(N/C(=N/S(=O)(=O)c2ccc(Cl)cc2)c2ccccc2)n1	0.1	1.2	-4	-7	-5	0.6	-1	2	i	-4
COc1ccccc1N(CC(=O)NCc1ccccc1)C(=O)CCC(=O)Nc1ccccn1	-1.1	-0.5	0	3	-1	-0.3	0	-1	i	-5
COc1ccc(CC(=O)OCC(=O)Nc2ccc(Br)cc2)cc1	11*	-0.8	-1	-9	0	0.4	-2	-1	i	-8
O=C(c1ccc2c(c1)OCO2)C1CCCN(Cc2cn[nH]c2-c2ccccc2)C1 (configuration not stated)	0.0	0.2	0	5	1	1.6	-1	-2	i	-3
C[C@@H]1CN([C@H](C)CO)C(=O)CCCn2nncc2CO[C@H]1CN(C)C(=O)Nc1cccc2ccccc12	-0.4	-0.2	5	nt	4	-2.6	-1	1	i	3
O=C(Nc1ncn[nH]1)c1cccc(F)c1	0.5	0.4	4	-9	0	0.1	-2	3	i	-3
CC1(C)Cc2c(C#N)c(OCC(=O)c3ccccc3)nc(-c3ccoc3)c2CO1	-1.3	-0.7	2	-2	3	1.9	2	-1	i	3
CC(=O)Nc1ccc(/C=N/NC(=O)CNC(=O)c2ccccc2)cc1	-0.8	1.5	-5	-5	-4	-1.5	0	-6	i	-10

Entries of single compounds, quoted from the list. Values in the order: TbMetRS inhib | MsrA inhibitor | DNMT1 block | Scp1 inh | CSN inh | LMPTP block | STEP inh | SUMO1-SIM PPI | Rpn11 inh | NadD block
Listed for COC(=O)c1ccc(C(=O)N2CCCC(N3CCN(c4ccc(F)cc4)CC3)C2)nc1 (configuration not stated) → -0.4 | 0.0 | 1 | 11 | -5 | 0.6 | 0 | 2 | i | 4
Listed for COc1ccccc1N(CC(=O)NCc1ccccc1)C(=O)CCC(=O)Nc1ccccn1 → -1.1 | -0.5 | 0 | 3 | -1 | -0.3 | 0 | -1 | i | -5
Listed for Cc1ccc(CNc2nc(N)c([N+](=O)[O-])c(NCCO)n2)cc1 → 0.0 | 3.7 | -5 | -23 | 1 | 0.8 | 2 | -6 | i | -3
Listed for O=C(c1ccc2c(c1)OCO2)C1CCCN(Cc2cn[nH]c2-c2ccccc2)C1 (configuration not stated) → 0.0 | 0.2 | 0 | 5 | 1 | 1.6 | -1 | -2 | i | -3
Listed for Cc1cc(C)c2cc(CN(CC3CCCO3)C(=S)NCc3ccco3)c(=O)[nH]c2c1 (configuration not stated) → -1.7 | 1.0 | -6 | 1 | -3 | 3.1 | 3 | 1 | i | 3

More records
SMILES	TbMetRS inhib	MsrA inhibitor	DNMT1 block	Scp1 inh	CSN inh	LMPTP block	STEP inh	SUMO1-SIM PPI	Rpn11 inh	NadD block
O=C(CSc1nc2[nH]ncc2c(=O)[nH]1)NCc1ccccc1Cl	0.0	-0.1	3	-11	-4	-2.7	-4	3	i	1
CC1(C)CC(=O)C(C=Nc2ccc(Cl)cn2)=C(O)C1	-0.2	3.2	-1	-5	-1	-1.8	1	-3	i	8
COc1ccc(-c2[nH]ncc2CN(CCO)Cc2cccs2)c(F)c1	0.3	0.8	0	-4	8	-0.9	6	1	i	-2
COCCn1cnc2c1c(=O)n(CC(=O)OCC(=O)NCCCc1ccccc1)c(=O)n2Cc1ccccc1	-0.1	-0.7	-2	-5	1	-2.8	-1	2	i	6
CCN(C(=O)COC(=O)c1c2c(nc3ccccc13)/C(=C/c1ccccc1)CC(C)C2)C1CCS(=O)(=O)C1 (configuration not stated)	-0.2	0.5	-16	13	-17	1.7	-6	-6	i	1
Cc1cnc(C(=O)Nc2ccc(C)c(S(=O)(=O)N(C)C)c2)cn1	-0.8	-0.4	-1	-4	-3	-1.3	4	2	i	-2
CCN(CC)CCNC(=O)c1cc(S(C)(=O)=O)ccc1OC	-1.3	2.2	0	5	0	-1.6	-2	-5	i	-6
Cc1cc(NC(=O)NC(=O)c2ccccc2NC(=O)CN)ccc1Oc1ncc(Br)cn1	-0.4	0.3	0	1	4	0.1	2	-9	i	-2
Cc1ccc(C2=NCCn3c2c2ccc(C(F)(F)F)cc2[n+]3[O-])cc1	0.1	-0.6	-3	-2	1	-1.9	2	-8	i	-4
C/C(=N\NC(=O)CCc1c[nH]c2ccccc12)c1cccc([N+](=O)[O-])c1	-0.6	0.5	0	-6	6	0.9	-3	-14	i	-5
COc1ccc(Cc2nnc(NC(=O)c3ccccc3)s2)cc1OC	-1.1	0.7	-1	-7	-2	-0.1	3	2	i	-6
Cc1cc2oc(=O)cc(CN3CCC(C)CC3)c2c(C)c1Cl	-0.8	0.8	2	-4	-5	1.7	-4	0	i	12
Cc1ccc(Cn2c(=O)c3cccnc3n(CC(=O)Nc3cccc(C(F)(F)F)c3)c2=O)cc1	-1.2	0.2	-8	-3	-6	2.7	1	-3	i	7
COc1ccc(N=Cc2sc(O)c3ccccc23)cc1	-0.2	0.4	-7	-4	82	3.8	-44	-29	nt	-3
O=C1c2ccccc2NC(c2ccc(-c3cccc(F)c3)o2)N1O (configuration not stated)	-0.1	0.0	-5	-10	10	9.3	0	4	i	7
COc1ccc(Nc2oc(-c3ccccc3Cl)nc2C#N)cc1	-0.1	0.5	8	-13	2	-0.9	-6	1	i	-9
Cc1ccc(-c2nnn(CC(=O)N(Cc3cccs3)C(C(=O)NCC3CCCO3)c3ccco3)n2)o1 (configuration not stated)	0.4	-0.7	1	-1	-2	-2.8	2	-3	i	5
COc1ccccc1NC(=O)c1ccc(Br)c(S(=O)(=O)N2CCCC2)c1	-0.8	0.9	-3	5	0	-0.6	0	-1	i	-11
O=C1CSC(=S)N1/N=C/c1ccc(C(F)(F)F)cc1	0.2	2.1	-15	-9	2	0.0	4	-16	i	4
CN(CC(=O)NCCc1ccccc1)Cc1ccco1	0.4	0.6	-1	4	0	0.4	0	-4	i	6
CCN(Cc1ccccc1)C(=O)C1CCN(S(=O)(=O)c2ccc3c(c2)OCCO3)CC1	0.0	-0.5	-3	-12	-3	-3.9	0	-2	i	-5
CCOC(=O)c1c(NC(=O)COC(=O)/C=C/c2ccccc2)sc(C(=O)NC)c1C	-0.2	2.3	9	0	0	1.6	2	-5	i	-2
Cc1ccc(S(=O)(=O)N(C)C)cc1NC(=O)C1CCN(C(=O)Nc2ccccc2)CC1	-0.4	-0.5	0	-5	3	-4.5	-3	2	i	-6
CN(C)c1ccc(CN2CCCCC2)cc1	-1.3	1.0	4	-4	4	-1.2	1	2	i	-3
CC(C)NC(=O)NC(=O)COC(=O)c1ccc(OC(F)(F)F)cc1	-0.5	0.2	12	-4	-9	0.7	2	5	i	-7
COc1ccc([C@H]2CC(=O)C=C(c3ccc(C)cc3)C2)cc1	-0.5	2.3	1	-6	-2	1.7	2	-19	i	-14
